Mtb FBA inh: inhibitors of M. tuberculosis fructose-bisphosphate aldolase; P9WQA3; purified M. tuberculosis FBA, fluorescence read-out; actives 2.3% (n = 360,000); inhibition, % at 1 µM; AID 588726; in the data active means inhibition above about 27%;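 further: 0% = vehicle and 100% = reference inhibitor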
Target sequence (P9WQA3 whole entry, looked up): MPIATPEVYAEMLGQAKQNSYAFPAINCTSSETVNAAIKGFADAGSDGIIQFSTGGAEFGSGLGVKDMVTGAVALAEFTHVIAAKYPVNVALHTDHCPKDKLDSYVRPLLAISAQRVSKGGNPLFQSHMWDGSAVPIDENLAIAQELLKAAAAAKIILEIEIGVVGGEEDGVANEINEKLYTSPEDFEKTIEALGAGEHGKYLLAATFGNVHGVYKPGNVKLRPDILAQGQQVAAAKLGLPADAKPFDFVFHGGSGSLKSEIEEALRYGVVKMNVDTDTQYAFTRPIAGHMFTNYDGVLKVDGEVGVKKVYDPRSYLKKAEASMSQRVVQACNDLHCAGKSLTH
PriA SSB inh: inhibitors of Klebsiella pneumoniae PriA binding to SSB C-terminal tail; AlphaScreen SSBct-PriA binding, biotinylated peptide; inhibition, % at 33 µM; actives 0.6% (n = 430,000); AID 1272365; in the data active means inhibition mostly above about 37%, no sharp cut-off; inactive means mostly below about 20%;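 further: plate controls were negative control peptide for no effect and reference peptide for full effect; strong numbers were not always called active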
UGM FP inh: blocks M. tuberculosis UGM enzyme; purified UGM, fluorescence polarization probe displacement; inhibition, % at 10 µM; actives 0.06% (n = 320,000); in the data active means inhibition above about 10%, passing the limit was not always enough
Mtb BioA inh: blocks M. tuberculosis BioA enzyme activity | purified M. tuberculosis BioA enzyme, plate reader | inhibition, % at 9.99 µM | actives 0.096% (n = 360,000) | AID 602481; in the data active means inhibition above about 40%
VHR inh abs: DUSP3 (human) phosphatase inhibition; actives 0.52% (n = 290,000); inhibition, % at 13.3 µM; recombinant VHR phosphatase, pNPP absorbance; P51452; AID 1654; in the data active means inhibition above about 50%; further: some compounds called inactive have numbers as strong as hits
MazF activator: MazEF (E. coli) toxin RNase activation | P0AE70 | FAM/BHQ RNA-DNA oligo cleavage fluorescence, 5 h | activation, % at 20 µM | actives 0.32% (n = 350,000); in the data active means activation above about 50%
Target sequence (P0AE70 whole entry, looked up): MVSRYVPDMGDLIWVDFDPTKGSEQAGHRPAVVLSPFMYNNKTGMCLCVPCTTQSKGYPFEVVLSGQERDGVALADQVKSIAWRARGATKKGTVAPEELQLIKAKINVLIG
Rv3671c protease: inhibits the M. tuberculosis serine protease Rv3671c. AID 2606. inhibition, % at 5.96 µM. P9WHR9. actives 0.048% (n = 320,000); in the data active means inhibition above about 38%;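 further: extracellular domain of Rv3671c used as enzyme; 0% = enzyme with DMSO and 100% = no enzyme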
Target sequence (P9WHR9 whole entry, looked up, the tested form may be a part): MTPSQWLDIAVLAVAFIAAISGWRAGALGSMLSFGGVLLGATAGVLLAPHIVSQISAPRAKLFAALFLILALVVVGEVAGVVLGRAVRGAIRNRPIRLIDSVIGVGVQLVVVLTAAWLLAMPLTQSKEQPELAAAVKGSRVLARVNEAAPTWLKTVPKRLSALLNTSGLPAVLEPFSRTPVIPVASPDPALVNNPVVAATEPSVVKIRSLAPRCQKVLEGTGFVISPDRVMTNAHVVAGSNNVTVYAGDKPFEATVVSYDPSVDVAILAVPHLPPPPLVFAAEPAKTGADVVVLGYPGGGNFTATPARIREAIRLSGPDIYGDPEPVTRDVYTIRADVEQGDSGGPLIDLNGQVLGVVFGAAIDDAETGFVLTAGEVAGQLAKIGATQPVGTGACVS
GDH-TPI counter: GDH-TPI coupled enzyme inhibition counter-screen; GDH-TPI coupled enzyme counterscreen, NADH absorbance; inhibition, % at 4.8 µM; actives 1.2% (n = 360,000); in the data active means inhibition above about 30%;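 further: 0% = DMSO wells and 100% = wells lacking the enzyme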
3CLpro inhibitor: SARS-CoV 3CLpro protease inhibition. P0C6X7. recombinant SARS-CoV 3CLpro, quenched FRET peptide cleavage. inhibition, % at 6 µM. actives 0.14% (n = 290,000). AID 1706; in the data active means inhibition above about 12%
BH1578 lux ind: quorum light induction in luxS cqsA deficient V. cholerae; activation, % at 18.7 µM; actives 0.16% (n = 350,000); AID 588436; V. cholerae BH1578 lux reporter, luminescence, 6 h; in the data active means activation mostly above about 9.7%, no sharp cut-off; further: not every result past the cut was called active; inactives centre near 0; reference of the scale not given here
The depositor's hits bear a star; i = inactive; . = no result given; & = joins results of further samples. An excerpt (hit frequency here may not be typical).

Molecule	Mtb FBA inh	PriA SSB inh	UGM FP inh	Mtb BioA inh	VHR inh abs	MazF activator	Rv3671c protease	GDH-TPI counter	3CLpro inhibitor	BH1578 lux ind
O=C(NN=C1CCCCCC1)c1cc(-c2ccccc2)nc2ccccc12	-1	-24	-0.2	-0.4	32	-1	-36	17	-2	i
NNC(=O)/C(=C/c1cccs1)NC(=O)c1ccccc1Cl	-3	1	0.0	-0.6	10	2	-3	43*	3	-0.2
CC(C)CNC(=O)COC(=O)c1cncc(Br)c1	4	-5	-0.9	-1.7	33	-8	3	-3	-5	-1.0
O=[N+]([O-])c1ccc(CN2CCN(c3ccc4ccccc4n3)CC2)cc1	2	14	0.6	.	6	-2	3	-4	5	-0.5
CCCCc1nc2sc3c(=O)n(N)cnc3c2c2c1CCC2	0	-1	3.3	-1.0	22	1	7	3	1	-6.7
CCCCCN1CN(S(=O)(=O)c2cccs2)c2nc3ccccc3nc21	13	8&-12	0.5	.	21	-5	4	8	0	-0.2
Cc1ccnn1CCC(=O)O	0	-1	0.3	0.1	9	14	6	0	0	-0.4
CC(COc1ccccc1)N(CCCl)Cc1ccccc1 (centres undefined)	0	-33	-0.3	-0.7	-15	-5	2	6	-3	8.5
CNc1cc(-c2ccc(O)cc2C)ncn1	4	.	.	-0.2	.	.	.	-2	.	i
O=C(CC(=O)N/N=C/c1cccs1)NCc1ccccc1	0	.	-0.4	.	16	19	-6	2	1	-0.3
Cc1cc(C)cc(OC(C)C(=O)Nc2ccc(S(=O)(=O)Nc3cc(C)nc(C)n3)cc2)c1 (centres undefined)	0	-11	-0.8	0.8	24	-1	2	0	1	0.8
O=[N+]([O-])c1ccc(Nc2cccc(F)c2)nc1	-1	-13	-0.5	3.4	7	5	-8	14	2	-1.4
O=C(c1c[nH]cc1-c1ccccc1)c1cccc2ccccc12	-9	23	0.9	-1.6	0	5	-3	13	-1	-0.3
COC(=O)c1ccc(CO/N=C/c2ccc(OC)cc2OC)cc1	-6	.	1.0	-1.9	.	5	0	-5	6	-1.6
CCCOc1cccc(C(=O)Nc2ccc(CN3CCOCC3)cc2)c1	-3	-8	-1.0	5.6	7	-23	.	5	-1	i
O=C(c1cccc(NS(=O)(=O)c2ccc(F)cc2)c1)N1CCN(c2ccccc2)CC1	1	1&10	.	0.1	.	-6	-1	9	.	i
O=C1CC(c2ccc(F)cc2)CC2=C1C(c1ccc([N+](=O)[O-])o1)Nc1ccccc1N2 (centres undefined)	3	8	0.2	1.2	16	4	6	38*	2	i
CC(=O)C[C@H](O)CC(=O)[C@H]1OC(=O)[C@H](C)C/C=C\Cc2ccccc21	-3	-3	-1.4	-0.5	.	-17	-4	0	.	i
CCn1nccc1C(=O)Nc1cc(Cl)cc(Cl)c1	-1	-9	0.1	.	-1	7	-6	-11	-2	-0.3
CCn1c(=O)cc(OCC(=O)NC2CC2)c2ccccc21	3	-2	3.2	-0.7	-4	-21	-7	3	3	0.9
Cc1ccc(S(=O)(=O)NCCC(=O)NC2CCN(Cc3ccccc3)CC2)cc1	-3	1	2.4	0.8	.	-2	2	9	.	i
O=C1c2ccccc2C(O)(Cc2ccccc2)N1C1CCCCC1 (centres undefined)	.	5	-1.0	.	-20	0	1	.	6	.
CCN(CC)c1nc(N)n(CCSC(=S)N(C)C)c(=O)n1	0	-9	1.3	.	17	-2	-2	3	2	-0.2
CC(=O)N1c2ccc(S(=O)(=O)N3CCCCC3)cc2CC1C (centres undefined)	6	-16	-0.4	-1.3	-18	3	4	10	5	-5.6
CCN(CC)S(=O)(=O)c1ccc(OC)c(NC(=O)C2CC(=O)N(c3ccc4c(c3)OCCO4)C2)c1 (centres undefined)	-1	-17	1.5	0.2	5	-3	3	1	1	-0.4

An excerpt from above, limited to PriA SSB inh.
canonical_smiles | PriA SSB inh
Cc1ccnn1CCC(=O)O | -1
CC(C)CNC(=O)COC(=O)c1cncc(Br)c1 | -5
CC(=O)N1c2ccc(S(=O)(=O)N3CCCCC3)cc2CC1C (centres undefined) | -16

Individual results from the list:
Result for `CCCCCN1CN(S(=O)(=O)c2cccs2)c2nc3ccccc3nc21` in VHR inh abs: 21
Result for `O=[N+]([O-])c1ccc(CN2CCN(c3ccc4ccccc4n3)CC2)cc1` in GDH-TPI counter: -4

Going on with the list:
Molecule	Mtb FBA inh	PriA SSB inh	UGM FP inh	Mtb BioA inh	VHR inh abs	MazF activator	Rv3671c protease	GDH-TPI counter	3CLpro inhibitor	BH1578 lux ind
C/C(=N\NC(=O)c1ccc(Cl)cc1)c1cccnc1	0	.	-1.5	0.6	-9	8	2	-7	3	-0.7
CCC(Oc1ccccc1)C(=O)Nc1nnc(S(=O)(=O)N2CCCC2)s1 (centres undefined)	1	-16	-0.6	-0.8	17	-2	8	3	8	-0.3
COc1cc(OC)c2c(C)cc(=O)oc2c1C(CCN1CCOCC1)c1ccc2c(c1)OCO2 (centres undefined)	2	6	1.2	0.7	7	9	3	8	.	-0.8
CC(=O)c1ccc(NC(=S)NN2C(C)CCCC2C)cc1 (centres undefined)	2	-6	-0.8	.	33	12	2	2	6	i
CCOc1ccccc1CNS(=O)(=O)c1ccc(-c2cnc(C3CC3)o2)cc1	-1	-1	0.6	2.7	15	-15	-7	8	1	-2.0
CC1CN(c2ccc(NC(=S)NNCCC#N)cc2)CC(C)O1 (centres undefined)	0	-9	2.3	-1.5	-12	2	1	5	-2	-0.9
CC12CCC3C(CCC4CC(=O)C(C(O)C(F)(F)F)CC43C)C1CCC2O (centres undefined)	4	-7	.	3.9	.	4	.	7	.	i
COc1ccc(N(CC(=O)N2CCN(C)CC2)S(C)(=O)=O)cc1OC	0	-14	4.8	-0.5	6	-6	3	0	-5	i
O=C(/C=C\Nc1ccc(Br)cc1)c1cccnc1	-6	-5	-2.7	5.7	-11	-1	4	35*	-2	-0.1
COC(=O)c1cc(NS(=O)(=O)c2ccc(Cl)c(N3C(=O)c4ccc(C(=O)O)cc4C3=O)c2)cc(C(=O)OC)c1	5	2	2.1	.	15	7	-1	14	7	-0.9
O=C(NCc1ccco1)c1ccc(Cn2c(=S)[nH]c3ccccc3c2=O)cc1	0	-5	-1.4	-1.1	13	1	-31	4	-1	i
Cc1ccc(S(=O)(=O)N2CCN(C(=O)CSc3ncc(C(F)(F)F)cc3Cl)CC2)cc1	-1	-31	0.6	-5.7	21	2	2	0	2	.
Cc1cc(=O)oc2cc(OCC(=O)NC(Cc3c[nH]c4ccc(O)cc34)C(=O)O)c(Cl)cc12 (centres undefined)	1	-1	2.7	-0.2	12	2	9	14	0	-0.6
COc1cc(OC)c2cc(C(=O)N[C@H](C(=O)N3CCC[C@H]3C(=O)O)C(C)C)n(C)c2c1	22	-13	3.4	-0.5	24	8	-10	7	4	-0.6
CCOc1ccc(NC(=O)Nc2cc(C(C)C)ccc2C)cc1	1	.	.	-0.4	11	.	.	6	-2	i
CC(=O)c1nn(-c2ccccc2)cc1C(=O)c1cccc(Br)c1	1	4	1.0	-0.3	-2	-9	4	13	-4	-0.4
CC(=O)NS(=O)(=O)c1ccc(NC(=O)C(C)NS(=O)(=O)/C=C/c2ccccc2)cc1 (centres undefined)	4	2	1.6	-0.1	.	0	8	6	.	10
COc1ccc(OCC(O)CNC(=O)/C=C/c2cccc([N+](=O)[O-])c2)cc1 (centres undefined)	-4	4	-1.5	.	30	7	5	6	2	0.8
O=C1CCCN1CCC(=O)N1CCCC(Nc2ccc(F)cc2)C1 (centres undefined)	-1	-2	-0.4	-0.5	30	3	-2	6	-3	-0.4
CC[C@@]1(O)C(=O)OCc2c1cc1n(c2=O)Cc2cc3c(NC(=O)CN)cccc3nc2-1	66*	-11	-4.4	-2.7	-3	7	-3	25	-4	i
COc1ccc(-n2ncc3c2CC(C)(C)CC3NC(=O)CSc2ccccn2)cc1 (centres undefined)	3	11	2.3	4.4	43	2	-11	-2	6	-0.2
CC(=O)Nc1ccc2c(c1)CC1(C(=O)N(C)C(=O)N(C)C1=O)C1CCCN21 (centres undefined)	-10	-15	1.1	1.0	15	23	-6	-10	-3	-1.3
CC1CCN(C(=O)COc2ccc3ccccc3c2Br)CC1	1	.	5.4	-2.5	-7	.	6	0	5	-0.4
CCOc1ccc(OCCC(=O)N2CCN(S(=O)(=O)c3cccc(F)c3)CC2)cc1	2	-12	1.7	.	.	0	-8	9	.	-0.7
CN(C)c1ccc(C(O)c2cc3ccccc3s2)cc1 (centres undefined)	0	-9	.	-2.0	.	-9	.	-10	.	-1.8
COc1ccccc1-c1cnc(C(O)c2c(C)cc(C)cc2C)[nH]1 (centres undefined)	1	.	.	1.0	.	.	.	-7	.	i
C/C(CC(=O)Nc1cccc(Cl)c1Cl)=N\NC(=O)C(=O)N1CCCC1	-2	.	1.6	0.2	6	4	0	8	-1	-5.6
O=C(Nc1cccnc1)c1c(F)cccc1F	-2	7	-2.3	.	6	4	3	17	3	i
C=CCN1C(=O)c2ccc(C(=O)N3CCN(S(=O)(=O)c4ccc(C(C)C)cc4)CC3)cc2C1=O	0	0	-1.4	.	.	1	-1	1	.	-1.3
O=C(c1cc(COc2ccc(F)cc2F)on1)N1CCN(C2CCCC2)C(=O)C1	-3	-14	0.7	0.1	34	-3	-1	-2	-4	.
COc1ccc(-n2c(=O)c3ccccc3n(Cc3cccc(C)c3)c2=O)cc1OC	5	1	3.2	-1.8	-29	2	6	14	1	i
COC(=O)c1ccc(SCc2cnc(Cl)s2)cc1	1	-35	0.4	1.3	14	-6	-4	-3	-4	-0.4
CCOc1ccccc1CNC(=O)c1cn(C)c(=O)c2c1c1ccccc1n2C	-11	-16	-0.9	.	-21	-9	6	1	-1	-2.6
Cc1cccc(N2C(=O)CN(Cc3ccccc3)C2=S)c1	2	5	0.0	-0.4	6	9	-3	-12	-1	-0.5
CCOP(=O)(CCP(=O)(OCC)OCC)OCC.C[CH2][Sn]([Cl])([Cl])[CH2]C	-1	.	.	.	.	11	.	4	.	i
COc1ccc(C(NC(N)=O)c2ccccc2)cc1 (centres undefined)	-1	-1	0.6	-0.5	12	12	6	-4	6	-0.5
O=C(O)CC(NCc1ccco1)C(=O)OCC1CCCO1 (centres undefined)	-2	-3	-1.0	3.5	-8	1	-10	-4	-2	.
O=C(Cc1ccccc1Cl)Nc1cccc(S(=O)(=O)N2CCOCC2)c1	1	-16	-2.0	.	0	-4	-8	8	-2	-0.3
CCn1cnc2cc(NCc3ccc(N(C)C)cc3)ccc21	3	-1	-1.9	-1.9	8	13	7	2	-3	-0.6
COc1cc(NS(=O)(=O)c2cc(NC(C)=O)ccc2OC)c(OC)cc1NC(=O)c1ccccc1	-2	10	.	2.9	.	5	.	8	.	-0.3
O=C(COc1ccccc1Cl)Nc1ccc(C(=O)c2ccc(C(=O)O)cc2)cc1	0	-10	0.1	0.4	15	4	-8	8	8	-0.3
Cc1c(CCC(=O)NCC(=O)O)c(=O)oc2cc3occ(-c4ccccc4)c3cc12	4	-4	-0.2	3.3	-7	-9	.	10	5	0.8
COc1ccc(NC(=O)CCN2CCN(S(=O)(=O)c3ccc(F)cc3)CC2)cc1	-2	-12	2.2	-0.9	-17	5	-1	0	0	i
COc1ccc(N(CC(=O)NC2CCS(=O)(=O)C2)S(=O)(=O)c2ccc(Cl)c(Cl)c2)cc1 (centres undefined)	1	-1	.	-1.2	.	-2	.	6	.	i
O=C(OCC(=O)N1CCN(c2ccccc2)CC1)c1ccc([N+](=O)[O-])s1	0	12	0.6	1.9	.	7	-20	16	.	i
